Assay outcomes deposited in PubChem BioAssay by several laboratories.
PHOSPHO1 inh – inhibitors of human PHOSPHO1 phosphatase. recombinant PHOSPHO1, absorbance phosphatase assay. Q8TCT1. inhibition, % at 13.3 µM. hit rate 1.1% among 290,000; in the data active = inhibition above about 60%
Target sequence (Q8TCT1 whole entry, looked up): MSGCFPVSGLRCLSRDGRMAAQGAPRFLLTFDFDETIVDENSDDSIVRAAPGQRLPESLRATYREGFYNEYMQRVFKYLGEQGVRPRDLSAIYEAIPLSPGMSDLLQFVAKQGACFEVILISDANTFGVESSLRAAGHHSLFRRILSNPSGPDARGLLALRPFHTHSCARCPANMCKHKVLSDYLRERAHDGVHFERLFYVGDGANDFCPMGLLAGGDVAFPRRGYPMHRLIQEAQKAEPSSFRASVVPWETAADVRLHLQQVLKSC
IDE cell activ – activators of human insulin-degrading enzyme in cells; P14735; HEK cells, FAbeta-B cleavage, fluorescence polarization; 0% vehicle, 100% cell-free pure enzyme wells; activation, % at 5.96 µM; hit rate 0.073% among 340,000; AID 493087;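 active = activation above the mean of all tested compounds plus 3 SD, set per screening campaign, cut at about 17% in these data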
PfM18AAP inh – PfM18AAP enzyme inhibition; inhibition, % at 7.35 µM; hit rate 1.2% among 290,000; AID 1822; recombinant PfM18AAP, H-Glu-NHMec fluorogenic cleavage;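 active = inhibition above the campaign mean inhibition over all tested compounds plus 3 SD, cut at about 28% in these data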;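 also: 0% = plate median of test compound wells and 100% = 2 mM ZnCl2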
IMP-1 inhibitor – blocks Pseudomonas aeruginosa IMP-1 metallo-beta-lactamase. AID 1556. inhibition, % at 5.6 µM. purified IMP-1, nitrocefin hydrolysis, epi-absorbance fluorescence. hit rate 0.45% among 290,000;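 active = inhibition above the mean plus 3 SD of all compounds in the same screening run, cut at about 4.5% in these data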;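 also: 0% = IMP-1 with DMSO and 100% = DMSO wells lacking enzyme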
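Assay system: purified recombinant IMP-1 beta-lactamase. Input: IMP-1 0.2 nM before substrate addition. Buffer or medium: Zinc- and detergent-supplemented HEPES buffer, pH 7.1. Schedule: 25 °C, 15 min preincubation, 25 min reaction. Signal: Epi-absorbance fluorescence, 480 nm excitation, 530 nm emission. Evaluation: percent inhibition from optical density relative to buffer-blank wells.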
p-CIP stab down – compounds decreasing mouse p/CIP protein stability; F442A p/CIP-EGFP cells, EGFP fluorescence, 16 h; AID 1984; hit rate 0.01% among 290,000; decrease of EGFP signal, % at 10 µM; Q05BA5;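 active = EGFP signal decrease of at least 30% at 10 µM or well 3 SD below plate mean, unless failing retest; inactive = the rest, including hits failing retest or dose response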; also: some compounds called inactive have numbers as strong as hits; many of its hits are not listed in these tables
VIM-2 inhibitor – blocks Pseudomonas aeruginosa VIM-2 metallo-beta-lactamase. purified VIM-2, nitrocefin hydrolysis, epi-absorbance fluorescence. inhibition, % at 5.6 µM. hit rate 0.89% among 290,000;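 active = inhibition above the mean of all tested compounds plus 3 SD, cutoff set per screening run, cut at about 7.5% in these data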;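 also: red hydrolysis product quenches plate fluorescence so inhibitors raise well fluorescence; 0% = enzyme with DMSO and 100% = DMSO without enzyme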
IDE cell inh – inhibitors of human insulin-degrading enzyme in cells | P14735 | HEK cells, FAbetaB cleavage, fluorescence polarization | inhibition, % at 5.59 µM | hit rate 0.41% among 320,000;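 active = percent inhibition above the average of all tested compounds plus 3 SD, set per screening campaign, cut at about 16% in these data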;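 also: IDE supplied by intact live HEK cells; FP after avidin binding of uncleaved biotin substrate so inhibition keeps polarization high; 0% = DMSO wells and 100% = 60 µM reference IDE inhibitor Ii1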
NALP1 yeast inh – NALP1 inhibition | inhibition, % at 10 µM | hit rate 0.61% among 280,000 | S. cerevisiae NALP1/ASC/caspase-1 growth, X-gal OD620, 72 h; in the data active = inhibition mostly above about 24%, no sharp cut-off; inactive = mostly below about 32%; also: some compounds called inactive have numbers as strong as hits
GPR7 antag – antagonists of human GPR7 (neuropeptides B/W receptor 1); GPR7-expressing cells, fluorescence antagonist assay; hit rate 1.1% among 290,000; AID 1861; P48145; inhibition, % at 4.4 µM; in the data active = inhibition above about 16%, passing the limit was not always enough;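 also: cells stimulated with the agonist NPW; 0% = agonist with vehicle and 100% = vehicle without agonist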
Target sequence (P48145 whole entry, looked up): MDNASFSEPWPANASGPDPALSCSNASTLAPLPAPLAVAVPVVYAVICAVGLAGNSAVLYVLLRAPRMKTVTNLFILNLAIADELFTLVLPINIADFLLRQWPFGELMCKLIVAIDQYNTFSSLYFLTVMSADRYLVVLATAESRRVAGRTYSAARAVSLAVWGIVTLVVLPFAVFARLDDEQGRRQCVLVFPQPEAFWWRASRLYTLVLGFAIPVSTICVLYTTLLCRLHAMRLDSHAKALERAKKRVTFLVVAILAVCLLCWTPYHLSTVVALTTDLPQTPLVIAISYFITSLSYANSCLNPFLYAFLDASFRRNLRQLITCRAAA
Active calls of the source: *; nt = no result given.

Compound,PHOSPHO1 inh,IDE cell activ,PfM18AAP inh,IMP-1 inhibitor,p-CIP stab down,VIM-2 inhibitor,IDE cell inh,NALP1 yeast inh,GPR7 antag
CC1(C(=O)CSc2nc3ccccc3s2)CCC(=O)O1 (configuration not stated),-32,1,5,-1.1,-8,0.6,3,32,-7
Cc1ccc2c(c1)[C@H]1OCC[C@H]1[C@@H](c1ccncc1)N2,4,0,3,-2.9,-5,-1.0,-2,12,-2
Cc1ccc2oc(C(=O)NCC(c3ccco3)N(C)C)c(C)c2c1 (configuration not stated),10,4,-6,-1.4,-13,-1.8,-1,21,0
CCOC(=O)C(NCc1ccccc1OC)(NC(=O)c1ccccc1)C(F)(F)F (configuration not stated),6,1,0,-0.5,-11,-1.3,6,11,7
O=C(OCn1ncc(Br)c(Br)c1=O)c1c(F)cccc1F,8,nt,-6,-4.7,2,-2.0,10,9,0
CC(=O)c1c(N)nc2n(c1=O)CCCCC2,-7,3,6,-2.5,-2,-3.0,1,16,3
Nc1c(C(=O)N/N=C/c2ccc([N+](=O)[O-])cc2)cnn1-c1ccccc1,41,3,-16,-2.3,-11,-2.7,0,nt,-1
CC(=O)c1ccc(OCCCC(=O)OCC(=O)N2CCN(c3ccccc3)CC2)cc1,-5,-6,-14,-4.0,-16,-2.2,8,1,-13
Cc1nc2ccccc2n1CCc1nc2c3ccccc3nc(SCC#N)n2n1,-1,nt,1,-1.7,-1,0.8,7,20,1
O=c1cc(N2CCc3ccccc3C2)[nH]c(=O)n1Cc1ccc(F)cc1,-22,-4,-8,-4.5,-14,-2.0,4,1,-5
O=C(Nc1ccccc1O)C(c1ccccc1)c1ccccc1,20,2,4,-1.6,-9,1.3,-2,2,19
O=C(NCc1ccccn1)c1cc(-c2ccc(Cl)cc2)nc2ccccc12,-3,1,2,-3.3,7,-3.4,3,23,-10
COc1ccc(/C=C2/C(=N)N3N=C(CC(=O)N4CCCC4)SC3=NC2=O)cc1OC,16,4,3,1.9,-11,-1.4,2,-9,-5
COc1cc(C2CC(=O)c3c(ccc4ccccc34)N2)ccc1O (configuration not stated),-4,-1,0,-3.9,-5,-3.2,6,16,-1
CC(CNC(=O)Cn1ccc2cc(S(=O)(=O)N3CCCC3)ccc21)c1ccccc1 (configuration not stated),38,3,5,0.3,-8,-1.0,-1,2,-3
Cc1ccccc1N1C(=O)C2C3CCC(O3)C2C1=O (configuration not stated),24,6,0,-0.7,-4,0.5,10,13,10
Cc1nc(Cl)cc(N/N=C/c2ccc(O)cc2O)n1,19,5,31*,-5.3,4,-3.3,0,4,-10
Cc1ccc(S(=O)(=O)N(C)C)cc1NC(=O)Cn1c(CN2CCOCC2)nc2ccccc2c1=O,20,1,-2,-1.9,-7,-2.5,3,-7,-6
CCOC(=O)c1c(C)n(C)c2ccc(OC)c(NC(=O)CN3CCN(C4CCCCC4)CC3)c12,19,2,0,-2.5,-10,0.9,-3,50,11
O=C(CC(C(=O)O)P(=O)(c1ccccc1)c1ccccc1)c1ccc(Br)cc1 (configuration not stated),-4,13,-3,-3.1,-1,-1.9,0,-22,-7
CC(C)(C)NC(=O)CN(C(=O)CCC(=O)Nc1nccs1)c1cccc(C(F)(F)F)c1,60*,-2,0,-3.0,2,-3.6,1,7,-15
Cc1ccc(C(=O)N/C(=C/c2ccco2)C(=O)NCC2CCCO2)cc1 (configuration not stated),2,4,4,-4.1,-1,-3.3,-6,12,-7
O=C(Nc1ccc(F)c(Cl)c1)C1CCCN(c2cnccn2)C1 (configuration not stated),36,4,3,-0.5,-10,-7.6,3,26,-4
COc1ccc(-c2[nH]c(-c3cccc(OC)c3)nc2SCC(=O)NCc2ccco2)cc1,30,7,2,-3.9,-14,-3.2,-1,15,-6
O=C1C2C(C(=O)N1CCc1ccccc1)C1C=CC2C12CC2 (configuration not stated),9,-1,-5,-0.4,-9,-3.2,-3,12,8

Additional results follow:
SMILES	PHOSPHO1 inh	IDE cell activ	PfM18AAP inh	IMP-1 inhibitor	p-CIP stab down	VIM-2 inhibitor	IDE cell inh	NALP1 yeast inh	GPR7 antag
O=S(=O)([N-]c1nc2ccccc2nc1-n1cc[n+](Cc2ccccc2)c1)c1ccc(Cl)cc1	-3	nt	9	-2.0	0	-0.4	-3	0	-11
C=CCn1c(C)cc(C(=O)CSc2nnc(-c3cccc(S(=O)(=O)N(CC)CC)c3)o2)c1C	24	-2	-9	-1.0	4	0.7	-3	9	4
C(=N\Nc1nc(-c2ccccc2)cs1)/c1ccncc1	-19	-7	11	-4.2	-1	-4.2	-7	9	-4
Cc1[nH]c(=O)[nH]c(=O)c1S(=O)(=O)N1CCCC(C(=O)NCCc2ccccc2)C1 (configuration not stated)	-6	-2	12	0.4	-4	1.5	6	-7	7
C[C@@H](C(=O)Nc1ccc2ccccc2c1)[C@H]1C[C@]1(C)[C@H](NS(=O)(=O)c1ccccc1)c1ccccc1	-16	nt	1	-2.2	-6	-0.6	0	14	-6
Cc1ccc(NC(=O)COC(=O)CCC(=O)c2cccs2)cc1S(=O)(=O)N1CCOCC1	13	0	-11	-2.0	19	-4.5	4	10	-7
COc1ccc2cc(C(c3nnnn3C(C)(C)C)N3CCc4ccccc4C3)c(=O)[nH]c2c1 (configuration not stated)	35	nt	18	-1.6	11	0.8	6	38	-13
CCCCn1c(SCC(=O)N2c3ccccc3Sc3ccccc32)nc2c1c(=O)n(C)c(=O)n2C	-8	-9	-3	-1.5	1	0.5	0	16	-8
CCOC(=O)Cc1csc(NC(=O)c2cnc3scc(C)n3c2=O)n1	nt	2	-4	-2.8	nt	-3.5	-6	nt	-6
O=C(COC(=O)c1ccc(S(=O)(=O)NCc2ccco2)cc1)Nc1ccc(Cl)cn1	26	4	14	0.4	5	0.2	-2	10	13
Cc1ccc(-c2[nH]c3ccccc3c2SCCN)cc1	15	3	0	-3.6	-13	-4.2	-4	17	8
CCc1nc2nc(C)c(NS(=O)(=O)c3cccs3)c(=O)n2[nH]1	43	-2	-4	1.4	-11	1.1	2	30	-2
O=C(Cn1ncc2ccccc21)N1CCN(c2cccc(C(F)(F)F)c2)CC1	-14	4	3	-0.6	5	-4.3	-3	-95	6
O=C(CC(c1ccccc1)(c1ccccc1)c1ccccc1)N[C@@H](Cc1ccccc1)C(=O)O	39	7	4	-2.6	-4	-3.8	-2	-11	-12
Cc1cc(C)cc(N(C(C)C(=O)N2CCOCC2)S(C)(=O)=O)c1 (configuration not stated)	10	nt	-17	1.4	-15	3.1	0	12	17
O=C(N/N=C\c1ccccn1)C1c2ccccc2Oc2ccccc21	36	0	5	-1.6	1	-2.2	-1	11	-22
CC(C)NC(=O)CSc1nnc(COc2ccccc2Cl)o1	20	-1	-2	-2.5	-18	-3.9	-2	-9	0
CC(Oc1cccc(Cl)c1)C(=O)N1CCCN(C)CC1 (configuration not stated)	-117	2	-13	-1.1	7	1.1	0	28	-7
O=C(Cn1nc(Cc2ccncc2)c2ccccc2c1=O)N1CCc2ccccc2C1	-14	3	-13	-2.6	-9	-2.0	0	35	-13
O=C(CSc1nnc(-c2ccc(F)cc2)c2ccccc12)Nc1ccccc1Cl	-14	7	-1	-1.6	2	-2.7	7	22	-8
O=C(Cc1ccc([N+](=O)[O-])cc1)NNC(=O)c1cccs1	31	-2	-6	-2.1	-12	0.0	0	11	-12
COc1ccccc1/C=C(/C#N)C(=O)O	12	2	5	0.5	-3	0.0	nt	22	17
Cc1c(C(=O)N(C)c2ccc(Cl)cc2)cnn1-c1ccccc1	25	3	5	-1.2	-8	0.7	5	23	-3
COc1ccc(NC(=O)c2[nH]c(C)c(C(C)=O)c2C)cc1S(=O)(=O)N1CCOCC1	-3	3	-2	-0.8	5	-2.2	-1	22	-15
Cc1ccccc1NC(=O)CSc1nc2ccccc2o1	14	-4	-9	-0.8	-8	1.1	3	-1	0
Cc1nc2ccccc2cc1C(=O)N/N=C/c1cccs1	6	10	3	-4.6	-3	-2.3	-1	20	-5
CCN(CC)C(=O)COc1ccc2c3c(c(=O)oc2c1C)CCCC3	nt	-2	0	-0.4	10	8.0*	-3	1	-6
CC(=NCC1CCNCC1)C1=C(O)CC(C)(C)CC1=O	3	4	-5	-4.8	-9	-2.8	-5	17	-13
NS(=O)(=O)c1ccc(Nc2ccc([N+](=O)[O-])c3nonc23)cc1	-8	-5	1	-5.7	-1	-0.6	5	nt	8
CC(NC(=O)CSc1ccccc1C(=O)O)C1CC2CCC1C2 (configuration not stated)	28	3	3	-2.5	17	-2.3	1	4	-8

Next section
SMILES	PHOSPHO1 inh	IDE cell activ	PfM18AAP inh	IMP-1 inhibitor	p-CIP stab down	VIM-2 inhibitor	IDE cell inh	NALP1 yeast inh	GPR7 antag
COc1cccc(/C=C2\SC(=S)N(CCC(=O)NCCc3ccc(O)cc3)C2=O)c1	27	3	7	-0.1	3	-1.1	1	16	-11
CC(C)c1cc(C(=O)N2CCCC(C(=O)c3ccc4ccccc4c3)C2)on1 (configuration not stated)	35	-5	-1	-1.2	-11	-0.9	4	-2	-14
Cn1c(-c2ccc(F)cc2)cnc1NCc1ccc(F)cc1	27	3	-11	-0.4	0	-0.9	0	22	9
CC(C)Oc1cccc(C(=O)Nc2ncn[nH]2)c1	24	-4	15	-1.0	-1	-1.4	1	-2	21
COc1ccccc1Cc1noc(C(C)(C)NC(=O)c2ccccc2)n1	-6	8	6	-3.9	-10	-5.5	1	-12	2
O=C(Cc1ccc(Cl)cc1)c1ccc(O)cc1	-17	0	-2	-2.3	2	-0.1	8	-10	-11

Record cards (already shown):
Shown for CC(C)c1cc(C(=O)N2CCCC(C(=O)c3ccc4ccccc4c3)C2)on1 (configuration not stated) : PHOSPHO1 inh = 35; IDE cell activ = -5; PfM18AAP inh = -1; IMP-1 inhibitor = -1.2; p-CIP stab down = -11; VIM-2 inhibitor = -0.9; IDE cell inh = 4; NALP1 yeast inh = -2; GPR7 antag = -14
Shown for COc1cccc(/C=C2\SC(=S)N(CCC(=O)NCCc3ccc(O)cc3)C2=O)c1 : PHOSPHO1 inh = 27; IDE cell activ = 3; PfM18AAP inh = 7; IMP-1 inhibitor = -0.1; p-CIP stab down = 3; VIM-2 inhibitor = -1.1; IDE cell inh = 1; NALP1 yeast inh = 16; GPR7 antag = -11
